# TAG inh – triacylglycerol accumulation inhibition. H9c2 cells, Nile Red lipid (TAG) fluorescence; cells loaded with 200 µM oleic acid. inhibition, % at 12.5 µM. 230,000 tested, 0.66% active;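 active = pattern-corrected inhibition of lipid staining of at least 50% with the nuclear-stain viability signal not falling by more than 50%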;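 note: 0% = DMSO wells and 100% = triacsin C control wells; some results filed as inactive read as strong as hits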
# TAG inh DAPI viability – recorded beside TAG inh, whose call it bears; DAPI nuclei signal change (viability), lower = more cytotoxic, %;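 whole-well DAPI fluorescence read on a plate reader as a viability signal; minus 50 percent equals half of cells still viable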
# * hit, by the source's call. Only part of the results is shown (hit frequency here may not be typical).
molecule | TAG inh | TAG inh DAPI viability
CCOC(=O)c1c(C)[nH]c(C2=NNC(=Nc3ccccc3)SC2)c1C | -23 | 6
COc1cccc(N2CCN(C(=O)c3cccc(NC(=O)C4=C(C)OCCS4)c3)CC2)c1 | 4 | 5
COc1cccc(C(=O)N2CCN(S(=O)(=O)Cc3ccccc3)CC2)c1OC | -11 | 7
COc1ccc(C)cc1N(CC(=O)N1CCc2ccccc2C1)S(C)(=O)=O | 8 | -3
CCOc1ccc(C(=O)OCC(=O)NCc2ccccc2)cc1OCC | 44 | 28
CC1CCCC(C)N1C(=O)COC(=O)c1cc(Br)ccc1Cl (configuration not stated) | -10 | 11
COc1ccc(CC(=O)Nc2cccc(S(=O)(=O)N3CCCCC3)c2)cc1 | -15 | 5
CCCNC(=O)NS(=O)(=O)c1ccc(Cl)cc1 | 10 | -8
CC(C(=O)c1c[nH]c(C(=O)N=CN(C)C)c1)c1ncc(C(F)(F)F)cc1Cl (configuration not stated) | -5 | -2
COc1ccc(Cc2n[nH]c(=S)n2N)cc1OC | -13 | 2
CNC(=O)C(=O)N/N=C/c1cccnc1 | -3 | 5
Cn1c(O)c(/C=C2\C=Nc3ccccc32)sc1=Nc1ccc(C(=O)O)cc1 | 6 | -3
O=C(Nc1ccc(S(=O)(=O)N2CCOCC2)cc1)c1ccc(Br)o1 | 9 | -5
CN(CC(=O)Nc1ccc(N2CCOCC2)cc1)C(=O)CSc1ccccc1F | -11 | -3
CCC(=O)Nc1nnc(SCCN2CCOCC2)s1 | 12 | -1
Cc1ccc(C)c(N2CCN(C(=O)CCc3nc(-c4cccc(Br)c4)no3)CC2)c1 | 1 | 2
COc1ccc(CCn2cnc(=O)c(C#N)c2C)cc1OC | 3 | -2
Cc1ccccc1NS(=O)(=O)c1ccc(C(=O)N2CCN(S(=O)(=O)c3ccccc3)CC2)cc1 | -24 | 6
CN(C)/C=C(\C#N)C(=O)Nc1ccccc1 | -10 | 9
O=C(CNC(=O)c1ccccc1F)NC1=NCCS1 | 14 | -6
Cc1cccc(NC(=S)Nc2ccc(Cl)c(Cl)c2)c1 | -6 | -9
CCCCc1nnc(NC(=O)CN2C(=O)c3ccccc3C2=O)s1 | 2 | -8
Cc1ccsc1C1CC(=O)Nc2ccccc2S1 (configuration not stated) | -2 | 7
OCCCN1c2ccccc2Nc2nnc(-c3ccccc3)cc21 | 5 | 6
O=C(C1CCC(CNS(=O)(=O)c2cccc3nsnc23)CC1)N1CC=C(c2ccccc2)CC1 (configuration not stated) | -2 | 1
CC(C)c1nc(SCC(=O)Nc2cccc(C(F)(F)F)c2)c2c(=O)n(C)c(=O)n(C)c2n1 | 12 | -1
CCCn1c(/N=C/c2cc(OC)ccc2O)nc2ccccc21 | 16 | 1
CN(C)c1ccc(C(=O)OCC(=O)NCCNC(=O)COC(=O)c2ccc(N(C)C)cc2)cc1 | 4 | 4
CCn1nc(C(=O)N2CCc3ccccc3C2)c2ccccc2c1=O | -18 | 1
Cc1cc(Cl)ccc1OCC(=O)NNC(=O)c1cccnc1 | 9 | -4
O=C(Nc1ccc(Cl)cc1)NC1CCCCC1Cc1ccco1 (configuration not stated) | -13 | 14
O=C(NCC1CCCO1)c1cccc(NC(=O)c2ccc(Br)cc2)c1 (configuration not stated) | 15 | 5
COCCNc1nc(-c2ccc(Cl)cc2C)c2sccc2n1 | -5 | 4
O=C(c1ccc2c(c1)OCO2)N1CCC2(CC1)Oc1ccc(F)cc1C(=O)C21CC(c2cccnc2)=NO1 (configuration not stated) | -7 | -5
COc1ccc(C2(CNC(=O)c3cccs3)CCOCC2)cc1 | 18 | -13
O=C(CN1CCN(c2ccccn2)CC1)NCc1cccs1 | 2 | 0
CC1CCCCC1NC(=O)Cc1ccc(S(=O)(=O)N2CCOCC2)s1 (configuration not stated) | -8 | 7
O=C(CSc1ccccn1)N1CCN(S(=O)(=O)c2ccc(Cl)cc2)CC1 | 5 | 1
COc1ccc(S(=O)(=O)Nc2c(C)n(C)n(-c3ccccc3)c2=O)c(Cl)c1Cl | 11 | -8
COc1ccc(-n2cc(-c3ccc(OC(F)F)cc3)[n+]3c2CCCCC3)cc1 | -30 | 16
CC1(C)NC(=O)N(CC(=O)OCC(=O)Nc2cccc(F)c2)C1=O | -4 | -5
O=C1CCC/C=C/C[C@@H](CC(=O)N(CCO)Cc2ccccc2)C(=O)NC[C@H](c2ccccc2)O1 | -19 | 1
O=[N+]([O-])c1cccc(NC(=S)NCCc2ccccc2)c1 | -28 | -7
COc1ccccc1OCCNC(=O)C1CC(=O)N(c2ccccc2OC)C1 (configuration not stated) | -3 | 2
O=C1C2Sc3[nH]c(=O)sc3C(c3ccccc3)C2C(=O)N1c1ccc(Cl)cc1 (configuration not stated) | 3 | -1
Cc1ccc(NC(C)C(=O)N/N=C/c2c[nH]c3ccccc23)cc1 (configuration not stated) | 2 | -6
CN(C1CC(C)(C)NC(C)(C)C1)S(=O)(=O)CC12CCC(CC1=O)C2(C)C (configuration not stated) | 5 | -5
COc1ccc(C(=O)NCC(C)(C)CNC(=O)c2ccc(OC)cc2)cc1 | -2 | -7
CCC(NC(=O)C1C2C=CC(C2)C1C(=O)O)c1ccc(C)cc1 (configuration not stated) | -8 | 6
CC1(C)OC(=O)C(=CNC(=O)c2c(F)cccc2F)C(=O)O1 | 0 | -3
COc1cc(C(=O)OCC(=O)Nc2c(C)n(C)n(-c3ccccc3)c2=O)c([N+](=O)[O-])cc1OC | 1 | -7
CCOC(=O)[C@@H]1[C@H]2COc3ccc(Br)cc3[C@@H]2N2C(=O)N(c3ccc(C)cc3)C(=O)[C@@]12C | 33 | -3
CCn1c2ccccc2c2cc(NC(=O)c3ccc(=O)oc3)ccc21 | -6 | 15
COc1ccc(Cl)cc1C(=O)Nc1nc(C)cc(C)n1 | 5 | 6
O=C(c1ccc2c(c1)OCO2)N(c1ccccc1)C1C=CS(=O)(=O)C1 (configuration not stated) | 1 | 2
COc1cccc(C=NCCNC(=O)c2nonc2N)c1O | 5 | -3
CNC(=O)CN1C(=O)NC2(CCc3ccccc3C2)C1=O (configuration not stated) | -6 | 8
Cc1ccc(-c2c[n+](CC(=O)c3ccc(Br)cc3)c3n2CCCCC3)cc1 | -12 | 20
Cc1cc(C(=O)Nc2nnc(C(F)(F)F)s2)cs1 | 3 | 1
CCc1ccc(N2CC(C(=O)NC3CC3)CC2=O)cc1 (configuration not stated) | -3 | 4

# (further entries)
molecule | TAG inh | TAG inh DAPI viability
Cn1c(Cc2ccccc2)nnc1SCC(=O)N1CCCCC1 | -19 | -12
CCN1CCN(c2nc3c(C)cccn3c(=O)c2/C=C(\C#N)S(=O)(=O)c2ccc(Cl)cc2)CC1 | 12 | 4
Nc1ccc2nc(-c3ccc(Cl)cc3)[nH]c2c1 | 3 | 79
N#Cc1cc([N+](=O)[O-])ccc1NC(=O)COC(=O)C1CC2CCCC(C1)C2=O (configuration not stated) | 5 | 6
COCc1c(Br)c(C)nc(OCC(=O)O)c1C#N | -2 | 0
COc1ccc(S(=O)(=O)N2CCc3ccccc3C2)cc1 | -11 | 1
CC(C)c1ccc(-c2nc3ccccc3s2)cc1 | -8 | 7
CC1=NN(c2ccccc2)C(=O)/C1=C\c1cn(-c2ccccc2)nc1C | 1 | 9
COc1ccc(S(=O)(=O)NCCCCNS(=O)(=O)c2ccc(OC)cc2)cc1 | 5 | 5
CC(OC(=O)CC1CCCCC1)C(=O)Nc1cccc(C#N)c1 (configuration not stated) | -27 | 8
Cc1nnc(NC(=O)CSCc2ccccc2)s1 | 4 | 2
CC(Oc1ccc(Br)cc1Cl)C(=O)Nc1ccncc1 (configuration not stated) | -27 | 8
O=C1C2C(c3cccc(/C=C/c4ccccc4)c3)CC=CC2C(c2ccc3ccccc3c2)N1Cc1ccccc1 (configuration not stated) | -29 | 8
CC(C)Oc1cccc(C(=O)C2CCCN(Cc3ccc4nonc4c3)C2)c1 (configuration not stated) | 2 | -6
Cc1csc2nc(COC(=O)c3ccc(Cl)c([N+](=O)[O-])c3)cc(=O)n12 | -16 | 7
CN1C(=O)C(O)(CC(=O)c2ccc(F)cc2)c2cc(Br)ccc21 (configuration not stated) | 47 | -40
COCC(C)NC(=O)c1cccc([N+](=O)[O-])c1 (configuration not stated) | -7 | 4
C/C(=N\NC(=O)c1n[nH]c2c1CCC2)c1cccs1 | 12 | -7
Cc1cccc(OCC(O)CNC(=O)c2ccccc2C(=O)O)c1 (configuration not stated) | 0 | -11
COc1ccc(Cl)cc1NC(=O)CSc1nnc(-c2ccco2)o1 | 16 | 3
CCN(CC(=O)Nc1cc(Cl)ccc1C)C(=O)c1ccc2c(c1)NC(=O)C(C)S2 (configuration not stated) | 13 | -3
COc1ccccc1NS(=O)(=O)c1ccc(N2CCOCC2)c(NC(=O)c2ccco2)c1 | -4 | -2
CC(/C=C/c1ccccc1)=N\NC(N)=S | 15 | -21
CCC(=O)Nc1ccc(Cl)c(NC(=O)c2ccccc2OC)c1 | 0 | -8
Cc1ccccc1-c1nnn(CC(=O)N2CCN(S(=O)(=O)c3ccc(Cl)cc3)CC2)n1 | -2 | -5
COc1ccc(C(C(=O)NC(C)(C)C)N(C(=O)Cn2nnc3ccccc32)c2ccc(C(C)=O)cc2)cc1O (configuration not stated) | -6 | -8
Cc1ccc2[nH]c3c(c2c1)SC(C)(C)CC3=O | -3 | 31
CCCCC(=O)NCCc1cc2ccc(OC)cc2[nH]c1=O | -13 | 5
Nc1nnnn1/N=C/c1ccccc1C(F)(F)F | 4 | -2
Nc1cc(=O)[nH]c(SCc2ccccc2)n1 | -5 | 1

# Single values from above.
# TAG inh DAPI viability, `COc1ccc(S(=O)(=O)N2CCc3ccccc3C2)cc1` : 1
# TAG inh DAPI viability, `Cc1ccc2[nH]c3c(c2c1)SC(C)(C)CC3=O` : 31
# TAG inh DAPI viability, `C/C(=N\NC(=O)c1n[nH]c2c1CCC2)c1cccs1` : -7
# TAG inh, `CC(C)c1ccc(-c2nc3ccccc3s2)cc1` : -8
# TAG inh, `CCC(=O)Nc1ccc(Cl)c(NC(=O)c2ccccc2OC)c1` : 0

# Next compounds follow:
molecule | TAG inh | TAG inh DAPI viability
C[C@H](NC(=O)c1nc[nH]c1C(=O)N[C@@H](C)C(=O)OC(C)(C)C)C(=O)OC(C)(C)C | 3 | -6
Cc1ccc(N2C(=O)N(CC(=O)NCc3ccccc3Cl)C(=O)C2C)cc1 (configuration not stated) | -10 | -1
CCN(CC)CCOC(=O)c1ccc(NC(=O)c2cn(-c3ccccc3)nc2-c2cccs2)cc1 | 25 | 32
Cc1ccc(S(=O)(=O)NC2CCCC2)cc1C | -17 | 5
O=C(O)CSc1nc(SCc2ccccc2Cl)nc2c1CCCC2 | 5 | 13
Cc1ccc2nc(SCC(=O)Nc3ccc(Cl)cc3)nc(=O)n2c1 | 15 | -2
Cc1ccc2cc(CN(C(=O)C3CCCO3)C3CCCCC3)c(=O)[nH]c2c1 (configuration not stated) | -13 | 0
C=CCn1c(SCc2cc(=O)n3ccsc3n2)nc2scc(C3CC3)c2c1=O | -27 | 4
CC12C(=O)N(c3ccccc3)C(=O)C1C(c1ccccc1)N1CCCN12 (configuration not stated) | 9 | 4
CCNC(=O)N(C)C[C@H]1N[C@@](C)(C(=O)OC)[C@H]2C(=O)N(Cc3ccccc3)C(=O)[C@@H]12 | -13 | 0
CCCS(=O)(=O)NC(=O)C1(C)CCN(C(=O)COCc2ccccc2)C1 (configuration not stated) | 2 | 0
Cc1ccc(SCc2cc(=O)[nH]c(/N=C(\N)Nc3cccc4ccccc34)n2)cc1 | 8 | -2
CCc1nc2ccc(C(=O)Nc3cccc(OCC(=O)N(C)C)c3)cn2c1N(C)Cc1ccc(OC)cc1 | 10 | -3
Cc1cc(C[n+]2ncsc2N)c2ncccc2c1 | -4 | 1
N#Cc1ccccc1OCC(=O)OCCCOC(=O)COc1ccccc1C#N | 5 | 1
CCOC(=O)/C=C/c1ccc2oc3ccccc3c(=O)c2c1 | -5 | 8
CC(C)C[C@H]1CNC(=S)N1CC1CCCN1C[C@H](Cc1ccccc1)N1C[C@H](Cc2ccc(O)cc2)N(CC2CCCCCC2)C1=S (some centres not stated) | 130 | -82
O=C(OCc1ccccn1)c1ccc(COc2ccccc2Cl)o1 | -21 | 9
NC1=NC[C@H](Cc2ccc(O)cc2)N1CC1CCCCC1 | 2 | -2
CCN(CC)c1ccc(NC(=O)c2cccnc2)c(C)c1 | 3 | -11
Cc1ccc(C)c(NC(=O)CCN2CCN(CCO)CC2)c1 | 6 | 2
O=C1CC(c2cccc(O)c2)Oc2ccccc21 (configuration not stated) | -8 | 4
O=C(Nc1ccc(S(=O)(=O)N2CCOCC2)cc1)c1cccs1 | -24 | -4
COc1cc(C(=O)NCCNC(=O)c2ccco2)cc(OC)c1OC | -21 | -2
N#CCCSC(=S)C1CCCC1=N (configuration not stated) | 4 | -3
Cc1cccc(C)c1NC(=O)c1ccc2sc([C@@H]3O[C@H](CO)[C@H](O)[C@H](O)[C@H]3O)nc2c1 | 6 | -3
COc1ccc(-c2ccc(C(=O)Nc3cccc(Oc4ccccc4)c3)c3occc23)c(C)c1 | 20 | 4
COc1ccc(N2CCN(C(=O)c3nc4nc(C)cc(C)n4n3)CC2)cc1 | -3 | 12
CCN(Cc1ccccc1)Cc1nnnn1Cc1ccccc1 | -18 | 5
Cc1ccc(NC(=O)C(c2ccc(Cl)cc2)N2CCOCC2)cc1 (configuration not stated) | -27 | -3

# Single records (already shown):
# Cc1cc(C[n+]2ncsc2N)c2ncccc2c1 in the list: TAG inh = -4; TAG inh DAPI viability = 1
# Cc1ccc2cc(CN(C(=O)C3CCCO3)C3CCCCC3)c(=O)[nH]c2c1 (configuration not stated) in the list: TAG inh = -13; TAG inh DAPI viability = 0
# N#Cc1ccccc1OCC(=O)OCCCOC(=O)COc1ccccc1C#N in the list: TAG inh = 5; TAG inh DAPI viability = 1

# Two entries drawn at random from those above:
molecule | TAG inh | TAG inh DAPI viability
COc1ccc(N2CCN(C(=O)c3nc4nc(C)cc(C)n4n3)CC2)cc1 | -3 | 12
CC(C)C[C@H]1CNC(=S)N1CC1CCCN1C[C@H](Cc1ccccc1)N1C[C@H](Cc2ccc(O)cc2)N(CC2CCCCCC2)C1=S (some centres not stated) | 130 | -82

# Assay outcomes (PubChem BioAssay)
